Compound activity (PubChem BioAssay)
CHO parental Ca – counter-screen for OX1R antagonists: effect in parental CHO cells; parental CHO-K1, ATP-induced calcium, Fluo-8 fluorescence; inhibition, % at 5.6 µM; 330,000 tested, 0.63% active; AID 463079;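 active means inhibition above that plate's mean sample inhibition plus 3 SD, cut at about 26% in these data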;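 further: 0% = ATP-challenged DMSO wells and 100% = DMSO wells without ATP; some compounds past the cut are filed as inactive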
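Test system: untransfected parental CHO cell line. Compound: one dose, 5.6 µM nominal. Detection: intracellular calcium via Fluo-8 no-wash fluorescent dye. Measure: % inhibition. Benchmarks: ATP-challenged DMSO wells low, unchallenged DMSO wells high.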
CHO-K1 Ca PAM – nonselective activator or artifact in parental CHO-K1 calcium assay; ATP EC20, Fluo-8 calcium fluorescence; 0% at ATP EC20, 100% at ATP max; activation, % at 3 µM; 360,000 tested, 0.02% active; AID 602247;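 active means activation above the run cutoff, the mean activation of all test compounds plus 3 SD, cut at about 40% in these data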;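 further: peak over basal fluorescence ratio in a 140 s read after ATP addition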
OXTR potentiate – potentiates the human oxytocin receptor response. 320,000 tested, 0.061% active. activation, % at 3 µM. CHO-OTR cells, Fluo-8 calcium fluorescence, potentiator mode; 0% = oxytocin EC15, 100% = EC100. AID 2445;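 active means activation above that plate's cutoff, the mean activation of tested compounds plus 3 SD, cut at about 6.6% in these data, passing the limit was not always enough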;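 further: 100% uses oxytocin at 75 nM as the full agonist control; some results filed as inactive read as strong as hits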
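Assay system: CHO cell line stably expressing human OTR. Reagent: EC15 oxytocin agonist. Dosing: single dose, 3.0 µM nominal final compound concentration. Timing: compound 6 min at room temperature before oxytocin, 100 s read. Signal: kinetic Fluo-8 calcium fluorescence. Controls: oxytocin EC15 low and EC100 high.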
CHRM1 agonist – agonists of human M1 muscarinic receptor; P11229; CHO-K1 hM1, Fluo-8 calcium fluorescence, agonist mode; 0% DMSO, 100% acetylcholine EC100; activation, % at 3 µM; 360,000 tested, 0.33% active; AID 588814;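 active means activation above the run's mean compound activation plus 3 SD, cut at about 16% in these data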;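 further: peak over basal fluorescence ratio within a 140 s kinetic read after compound addition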
Target sequence (P11229 whole entry, looked up): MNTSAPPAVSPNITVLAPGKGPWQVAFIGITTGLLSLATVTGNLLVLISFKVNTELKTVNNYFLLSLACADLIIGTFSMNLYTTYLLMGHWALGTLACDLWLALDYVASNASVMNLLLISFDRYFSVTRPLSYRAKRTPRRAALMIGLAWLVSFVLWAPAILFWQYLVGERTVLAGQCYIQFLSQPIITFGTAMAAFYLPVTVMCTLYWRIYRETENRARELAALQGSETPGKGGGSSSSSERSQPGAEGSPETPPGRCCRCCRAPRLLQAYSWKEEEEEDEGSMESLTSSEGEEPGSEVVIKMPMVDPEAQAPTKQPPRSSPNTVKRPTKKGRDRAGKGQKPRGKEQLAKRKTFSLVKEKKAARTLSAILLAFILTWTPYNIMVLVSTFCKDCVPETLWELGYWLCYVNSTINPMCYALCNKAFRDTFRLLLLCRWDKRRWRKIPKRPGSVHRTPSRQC
M1 antag – human CHRM1 antagonism; 360,000 tested, 1.3% active; P11229; CHO-K1 hM1, Fluo-8 calcium fluorescence, ACh EC80 antagonist; inhibition, % at 3 µM; AID 588852;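 active means percent inhibition above its own plate's cutoff, namely the mean of that plate's compound wells plus 3 SD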;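 further: peak over basal fluorescence ratio during 140 s after agonist addition; 0% = ACh EC80 plus DMSO and 100% = DMSO alone without agonist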
CHO-K1 Ca antag – nonselective inhibitor or artifact in parental CHO-K1 cells | AID 602250 | ATP-induced calcium, Fluo-8 fluorescence | inhibition, % at 3 µM | 360,000 tested, 0.6% active;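 active means inhibition above a per-plate cutoff, the plate's mean sample inhibition plus 3 SD, cut at about 24% in these data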;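 further: 0% = DMSO plus EC80 ATP and 100% = DMSO alone without ATP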
TAAR1 agonist – agonists of human TAAR1; CHO RD-HGA16 TAAR1, Fluo-8 calcium fluorescence; vehicle wells 0%, saturating PEA agonist 100%; activation, % at 3 µM; Q96RJ0; 360,000 tested, 0.99% active;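 active means activation above the mean activation of all test compounds in the run plus 3 SD, cut at about 38% in these data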
Target sequence (Q96RJ0 whole entry, looked up): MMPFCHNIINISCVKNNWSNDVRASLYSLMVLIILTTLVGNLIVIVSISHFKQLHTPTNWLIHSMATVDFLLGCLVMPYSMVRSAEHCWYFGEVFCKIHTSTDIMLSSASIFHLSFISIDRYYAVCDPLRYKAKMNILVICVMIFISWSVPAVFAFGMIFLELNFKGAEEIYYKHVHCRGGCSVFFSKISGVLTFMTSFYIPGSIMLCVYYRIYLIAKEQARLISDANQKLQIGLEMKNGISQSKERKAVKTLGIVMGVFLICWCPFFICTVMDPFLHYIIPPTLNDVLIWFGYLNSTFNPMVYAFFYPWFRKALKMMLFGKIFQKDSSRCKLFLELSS
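System: CHO RD-HGA16 cells carrying human TAAR1 plus Gα16; Incubation: 17-24 h seeding, 75 min 37 °C dye, 30 min RT; Measured by: Fluo-8 fluorescence, 5 s baseline then 140 s kinetic read; Control set: DMSO and PEA EC100; Replication: single well for each compound.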
TAAR1 antag – human TAAR1 antagonism; CHO RD-HGA16 TAAR1, Fluo-8 calcium fluorescence, antagonist; Q96RJ0; 360,000 tested, 1.5% active; inhibition, % at 3 µM;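 active means inhibition above a per-plate cutoff, the mean inhibition of test compounds on that plate plus 3 SD, cut at about 49% in these data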;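 further: 0% = DMSO plus EC80 beta-PEA response and 100% = DMSO alone without agonist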
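Test system: hTAAR1-expressing CHO RD-HGA16 cells, Gα16-coupled; Probe or stimulus: EC80 β-phenethylamine stimulus; Compound dosing: single nominal final test compound concentration of 3 µM; Timing: 140 s kinetic read after compound, 140 s after agonist; Signal: Fluo-8 calcium-sensitive fluorescence; Measure: % inhibition of agonist calcium response; Controls: DMSO and EC80 PEA controls.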
M1 ag parental – counter-screen for M1 agonists: effect in parental CHO-K1 cells. 360,000 tested, 0.48% active. Fluo-8 calcium fluorescence; scaled to maximal ATP response, vehicle zero. activation, % at 3 µM; in the data active means activation above about 15%;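 further: untransfected CHO-K1 host cells lacking M1 receptor as counterscreen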
* marks the source's active call; other numbers are inactive results; / = not tested or not shown.

SMILES	CHO parental Ca	CHO-K1 Ca PAM	OXTR potentiate	CHRM1 agonist	M1 antag	CHO-K1 Ca antag	TAAR1 agonist	TAAR1 antag	M1 ag parental
Cc1cc(C)c2c(c1)OC(=O)CC2c1ccc2c(c1)OCO2 (configuration not stated)	-2.9	8.5	/	-2.3	-11.4	-14.5	2.4	20.9	1.3
NC(=O)c1ccc(NC(=O)CCCc2nc(-c3ccccc3Cl)no2)cc1	2.5	2.2	0.3	-1.5	-0.7	22.0	6.1	-6.7	0.5
COc1ccc(S(=O)(=O)N2CCN(Cc3ccccc3[N+](=O)[O-])CC2)cc1	-9.4	6.9	-14.4	-0.6	-8.6	-0.6	1.2	0.7	6.0
O=c1oc2ccccc2cc1-c1nc(-c2cccs2)cs1	-30.4	17.7	-7.8	-6.0	-5.0	-13.2	2.9	13.9	0.1
CCOC(=O)C1(Cc2ccccc2C(F)(F)F)CCN(C2CCCC2)CC1	-25.0	22.8	-0.5	-6.5	-11.0	-10.9	1.9	2.0	1.5
O=C1C(=O)N(c2ccccc2)C(c2ccccc2[N+](=O)[O-])/C1=C(\O)c1ccccc1 (configuration not stated)	1.5	3.5	-7.2	-2.6	-18.0	-23.9	7.3	-12.8	0.1
O=C(CSc1ncnc2scc(-c3ccccc3)c12)NCc1ccc2c(c1)OCO2	-10.5	15.3	-10.8	-9.6	7.4	-2.9	4.3	24.3	3.0
CC(=O)c1ccc(N2CCN(CC3CCCCC3)CC2)cc1	-22.2	6.4	-3.0	-7.3	-1.2	-4.2	0.7	-6.2	0.8
CCOC(=O)c1cnc(SC)nc1Sc1cc(Cl)ccc1Cl	0.3	10.4	-14.1	-1.7	-8.6	-11.8	20.3	10.7	-0.2
COc1ccc(C)cc1N=Nc1ccc(O)c2ncccc12	/	13.4	/	4.4	13.4	13.2	-1.3	43.9	4.3
Cc1cc(=O)[nH]c(SCC(=O)N(CCC#N)c2ccccc2)c1C#N	-1.6	12.4	3.2	-2.5	-6.7	-10.6	5.5	2.7	-0.4
COc1cc(C(=O)NCc2ccc3c(c2)cc(C)n3C)cc(OC)c1OC	-19.3	-9.0	-13.9	-4.8	-1.0	19.1	5.2	8.0	-0.5
Cc1cc(C)n2nc(C(=O)N(C)c3c(N)n(Cc4ccccc4)c(=O)[nH]c3=O)nc2n1	-1.6	-22.6	-5.8	0.1	-7.6	1.2	0.4	-35.7	0.0
COc1cc(/C=N/N2CCN(c3ccccc3OC)CC2)ccc1O	-9.2	17.5	-5.4	-4.1	-9.6	-19.3	4.5	5.6	0.9
CCOC(=O)CNC(=S)SC	-6.6	23.8	-3.2	-4.2	-12.4	-11.9	3.6	-28.0	1.4
O=C(Nc1ccc(Cl)cc1-c1nc2ccccc2s1)c1ccco1	-16.5	9.2	-8.7	3.1	-2.0	0.2	/	/	0.0
O=C1N=C(N2CCCCC2)SC1=C1CCCC1	-5.3	-10.1	-3.9	-8.8	19.6	4.1	6.7	3.1	-0.3
C[C@@H]1CN([C@@H](C)CO)C(=O)c2cc(Br)cnc2O[C@H]1CN(C)C(=O)Nc1ccc(F)cc1	/	12.6	/	-1.9	-19.3	-6.3	2.4	-17.2	-0.3
CCCn1nc(NC(=O)C2CCCO2)c2cc3cc(C)ccc3nc21 (configuration not stated)	-16.1	14.4	-1.2	-6.4	-3.3	-0.9	17.0	-1.9	0.1
CCOc1nc(OCC)c2cnn(C)c2n1	-8.7	-18.9	-5.0	-0.2	-3.1	5.3	4.1	-15.5	-0.1
O=C(O)c1ccccc1C(=O)c1ccc(N2CCOCC2)c([N+](=O)[O-])c1	-15.5	10.1	-2.7	-9.4	4.3	4.9	2.0	31.4	-0.1
CCn1c(SCC#N)nc2ccccc2c1=O	-5.6	15.3	-2.4	-3.3	-15.9	-12.3	3.3	-4.8	0.8
CC1CC(=O)c2ccccc2C1C (configuration not stated)	/	-12.9	/	-0.6	-5.4	4.9	3.1	-0.1	0.0
Cc1cccc(OCc2nnc(NC(=O)Cc3cccs3)s2)c1	-6.9	-4.9	-3.6	-5.4	-5.5	14.6	0.0	-3.5	0.0
CCc1nnc(NC(=O)CCC(=O)N2CCN(S(=O)(=O)c3cc(Cl)ccc3OC)CC2)s1	-23.1	-20.1	1.2	-4.4	-1.6	-13.7	0.9	-17.2	0.9

Some of these compounds in order of the M1 antag value, rising.
molecule	OXTR potentiate	CHRM1 agonist	M1 antag	TAAR1 antag
C[C@@H]1CN([C@@H](C)CO)C(=O)c2cc(Br)cnc2O[C@H]1CN(C)C(=O)Nc1ccc(F)cc1	/	-1.9	-19.3	-17.2
CCCn1nc(NC(=O)C2CCCO2)c2cc3cc(C)ccc3nc21 (configuration not stated)	-1.2	-6.4	-3.3	-1.9
CCOc1nc(OCC)c2cnn(C)c2n1	-5.0	-0.2	-3.1	-15.5

The listing picks up, repeating the four entries before the break.
SMILES	CHO parental Ca	CHO-K1 Ca PAM	OXTR potentiate	CHRM1 agonist	M1 antag	CHO-K1 Ca antag	TAAR1 agonist	TAAR1 antag	M1 ag parental
CCn1c(SCC#N)nc2ccccc2c1=O	-5.6	15.3	-2.4	-3.3	-15.9	-12.3	3.3	-4.8	0.8
CC1CC(=O)c2ccccc2C1C (configuration not stated)	/	-12.9	/	-0.6	-5.4	4.9	3.1	-0.1	0.0
Cc1cccc(OCc2nnc(NC(=O)Cc3cccs3)s2)c1	-6.9	-4.9	-3.6	-5.4	-5.5	14.6	0.0	-3.5	0.0
CCc1nnc(NC(=O)CCC(=O)N2CCN(S(=O)(=O)c3cc(Cl)ccc3OC)CC2)s1	-23.1	-20.1	1.2	-4.4	-1.6	-13.7	0.9	-17.2	0.9
Cc1cccc(NC(=O)c2sc3ncn(CC(=O)N4CCN(c5ccccn5)CC4)c(=O)c3c2C)c1	-14.7	6.7	-11.2	1.3	9.1	-13.9	14.7	25.5	1.6
CC1CCCCC1NC(=O)CN1C(=O)CSc2cc(S(=O)(=O)N3CCCCCC3)ccc21 (configuration not stated)	-17.8	24.5	-10.3	-8.0	-15.6	-10.1	2.8	5.2	1.0
CC(C)(C)S(=O)(=O)c1nc2ccccc2s1	-3.0	11.2	-17.2	-2.7	-8.5	-10.7	0.4	10.5	0.0
c1ccc(Cc2nn3c(-c4ccncc4)nnc3s2)cc1	-10.4	-8.8	-1.8	-3.7	-9.8	0.4	8.3	-15.6	0.5
O=C(NC1CCCCCC1)C1CCN(S(=O)(=O)c2ccccc2)CC1	-13.6	13.5	-0.2	-3.7	-8.3	-6.9	4.6	0.2	0.8
CC(CC(=O)N1CCN(c2cccc(Cl)c2)CC1)S(=O)(=O)c1ccc2c(c1)NC(=O)CO2 (configuration not stated)	78.1*	-15.3	-12.9	3.8	65.6*	0.5	16.7	78.7*	2.8
CN(c1cccc(NC(=O)CN(c2ccc(F)cc2)S(C)(=O)=O)c1)S(C)(=O)=O	-12.2	1.4	-11.1	-0.2	-13.0	-1.7	6.2	13.1	0.1
CCC/C=C/c1ccc(CN2C(C)C(=O)N(Cc3cn(CC4CCCCC4)nn3)CCS2(=O)=O)cc1 (configuration not stated)	/	32.4	/	-3.8	-17.3	-19.4	-0.9	-29.8	0.9
C[C@@H]1CCC[C@]2(O[C@H](CCO)C[C@@H](O)[C@@H]2O)O1	-2.8	17.4	-6.2	-5.1	-1.5	-15.0	2.6	0.2	1.0
O=C(COC(=O)c1c(F)cccc1F)NC(=O)NCc1ccccc1	/	13.4	/	-0.7	-10.1	-1.6	3.4	-10.6	2.9
CC1(C)CC(=O)C(C=NCc2ccc3c(c2)OCO3)=C(O)C1	-10.7	12.9	-13.5	-0.4	-7.4	-0.6	11.2	12.5	-0.1
CCc1ccc(CCC(=O)Nc2nnc(C)s2)o1	-4.7	17.4	-6.6	-3.7	-9.9	-11.0	11.5	15.4	4.3
O=C(NCC1CCCO1)C(=O)N/N=C/c1ccc(O)c(Cl)c1 (configuration not stated)	0.2	-5.4	-3.4	-2.7	-7.1	-10.0	-0.3	-1.7	-0.3
COc1cccc(C(=O)N(C)c2nnc(-c3ccncc3)s2)c1	-12.1	13.8	-0.3	-0.4	7.8	-4.6	11.5	-17.2	0.3
CCCN1CCN(CCCNC(=O)c2ccccc2NC(=O)C2=C(C)OCCS2)CC1	0.4	13.6	-1.7	-3.9	-15.7	-12.4	1.8	-4.6	1.3
Cc1ccc(S(=O)(=O)Nc2ccc(-n3cnnn3)cc2)c(C)c1	-5.2	9.7	-8.7	-2.4	-4.2	-22.8	15.4	-10.7	4.2
O=C(CN1CCOCC1)N1CCN(c2ccc([N+](=O)[O-])cc2)CC1	-2.6	13.1	-1.6	-1.4	-2.4	-10.6	5.0	7.4	3.7
Cn1c(SCc2nc(-c3ccccc3)no2)nnc1-c1cccs1	-15.0	16.7	-6.6	-5.5	-7.2	0.0	4.3	4.6	0.6
CN(C)S(=O)(=O)c1ccc(C(=O)NCCOc2ccccc2)cc1	1.6	7.6	-4.9	-1.6	-3.9	-9.3	4.6	14.3	0.8
CC(C)Cc1cc(C(=O)N2CCC(N3CCC(C(=O)NC4CC4)CC3)CC2)n[nH]1	-10.0	21.1	-3.5	-11.5	1.4	-9.6	8.7	-1.0	0.5
O=C1C(Cc2ccccc2)Nc2ncnc(N3CCN(c4ccccc4)CC3)c2N1Cc1ccccc1 (configuration not stated)	-17.8	21.0	-9.0	-9.0	0.5	-11.7	-0.1	-10.1	0.3
CC(C)(C)OC(=O)N1CCC[C@H]1c1nnc(SCc2c(F)cccc2Cl)o1	-13.7	-2.5	-16.3	-3.5	-5.1	-4.5	6.1	0.7	1.3
Cc1ccc(NC(=O)CN2C(=O)N/C(=C\c3cccnc3)C2=O)cc1	-4.5	3.1	-6.3	-4.2	-5.3	-2.8	1.4	6.1	-0.1
CC(=O)NS(=O)(=O)c1ccc(NC(=O)c2cccc(S(=O)(=O)N3CCc4ccccc43)c2)cc1	-2.6	4.7	-17.4	-5.3	-2.8	-9.0	0.1	-13.5	0.9
Cc1cc(NC(=O)CSc2nc3ccccc3n2CCC#N)no1	-16.4	-11.0	4.0	-3.6	-2.8	0.8	3.5	-19.5	0.4
Cc1nnc(NC2=NCCC2)o1	-0.3	17.0	-6.1	-1.2	-25.7	-4.0	1.9	7.8	0.2

Rows are unselected; 4.2% or so of the library scored in one or more.
